Assay outcomes (PubChem)
ATXN2 expr inh = ATXN2 expression inhibition | HEK-293 ATXN2-luciferase reporter, luminescence, 24 h | Potency, µM (highest dose often 57 µM), without a hit: at the highest dose activity change, negative = inhibition, usual class: inhibitors | 0.72% of 360,000 active | AID 1745845; note: potency is the fitted concentration of half-maximal effect; % is set by controls: 0 for no effect and ±100 for the full control effect; nearly all actives have a fitted effect of over 55% in size
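qHTS (up to 57 uM final) was run with 24 h compound exposure of reporter cells at 37 °C. Each well was multiplexed: SteadyGlo luminescence measured ATXN2-luciferase expression after a fluorogenic Gly-Phe-AFC viability readout (25 uM final).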
TGFb inhibitor = inhibitors of TGF-b signaling. HepG2 CAGA-GFP TGF-b/SMAD3 reporter, GFP fluorescence, 18 h; TGF-beta stimulated, 500 pg/mL final. Potency, µM (doses to about 46.1 µM), inactives show at the highest dose activity, negative = inhibition, hits mostly inhibitors. 1.2% of 410,000 active; note: potency is the fitted concentration of half-maximal effect; % is set by controls: 0 for no effect and ±100 for the full control effect; nearly all actives have a fitted effect of over 65% in size
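HEPG2 CAGA-GFP, 1000 cells/well; 2 h settle, 37 C; cpd via pin tool; TGF-b 500 pg/mL final; 18 h, 37 C; GFP imaging ex488/em500-530; %Activity normalised to -TGF-b and +DMSO controls; CRC fit, curve class.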
A549 tox = kills or reduces viability of A549 cells in Nrf2 counter-screen | A549 ARE-Fluc cells, CellTiter-Fluor viability, 18-24 h | Potency, µM (series often up to 46 µM), inactives show at the top dose activity change, negative = cytotoxicity, usual class: inhibitors | 0.16% of 390,000 active | AID 504648; note: potency is the fitted concentration of half-maximal effect; % is set by controls: 0 for no effect and ±100 for the full control effect
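A549 ARE_Fluc cells in 5% FBS OPTI-MEM were exposed to compounds in concentration-response for 18-24 h at 37 deg C. Viability was read by CellTiter-Fluor fluorescence (Ex 405/Em 525) after 30 min, before the luciferase read.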
HepG2 tox = counter-screen for TGF-b inhibitors: cytotoxicity in HepG2 cells | HepG2 CAGA-GFP viability, ATP luminescence, 18 h | Potency, µM (top dose mostly 46.1 µM), inactives show at the top dose activity change, negative = cytotoxicity, usual class: cytotoxic | 0.76% of 410,000 active | AID 588856; note: potency is the fitted concentration of half-maximal effect; some results filed as inactive show a strong effect at the top dose
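CellTiter-Glo luminescence gave cytotoxicity after 18 hours at 37 degrees C. The cells were HepG2 CAGA-GFP in 1% FBS DMEM, stimulated with 500 pg/mL TGF-beta after compound addition. %Activity was normalised to no-cell wells (complete cell-killing) and DMSO (no toxicity), and curves were fitted and classified.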
Nrf2 activator = Nrf2 pathway activation; 0.31% of 410,000 active; AREc32 ARE-luciferase reporter (MCF7-derived line), luminescence, 24 h; Potency, µM (series often up to 46.1 µM), for inactives: at the top dose activation, actives largely listed as activators; note: potency is the fitted concentration of half-maximal effect; % of control where 0% means no effect; nearly all actives have a fitted effect of over 65% in size
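AREc32_Fluc, 1000 cells/well, OPTI-MEM + 5% FBS, o/n 37 deg C 5% CO2; 23 nL cpd by pin tool, 24 hr; Steady-Glo 30 min RT, luminescence.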
Nrf2 block = Nrf2 pathway inhibition; A549 ARE-Fluc reporter, luciferase luminescence, 18-24 h; Potency, µM (top dose mostly 46 µM), for inactives: at the top dose activity change, negative = inhibition, most hits filed as inhibitors; 2.1% of 360,000 active; note: potency is the fitted concentration of half-maximal effect; % is set by controls: 0 for no effect and ±100 for the full control effect; nearly all actives have a fitted effect of over 60% in size
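Reporter: ARE-Fluc in A549. Exposure: 18-24 h, 37 °C, 5% CO2, 5% FBS OPTI-MEM. Readouts: fluorescent cytotoxicity (CellTiter-Fluor), then luminescent Nrf2 signal after BugLite.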
S2 tox = cell viability loss in ATXN counter-screen; S2 cells (HEK-293 line with an ATXN2-luciferase reporter) viability, CellTiter-Fluor protease fluorescence, 24 h; Potency, µM (highest dose often 56.7 µM), most hits filed as cytotoxic; 0.49% of 400,000 active; AID 651635; note: potency is the fitted concentration of half-maximal effect; nearly all actives have a fitted effect of over 40% in size
MCF10A rereplic = DNA re-replication induction in MCF 10a cells; MCF 10A DNA re-replication, Hoechst nuclear intensity, 48 h; Potency, µM (titrated, usually from 46.1 µM), for the others: at the top dose activity, positive = re-replication, most hits filed as activators; 2.9% of 350,000 active; note: potency is the fitted concentration of half-maximal effect; % of control where 0% means no effect; nearly all actives have a fitted effect of over 50% in size
IL1B secr inh = inhibitors of inflammasome signaling (IL-1 beta secretion); THP-1 LPS/ATP IL-1B secretion, AlphaLISA, 16 h; hits give low values; activity change, % at 57.5 µM; 4.7% of 360,000 active; in the data active = activity change below about -50%; inconclusive = mostly about -30% to -49%; note: % is set by controls: 0 for no effect and ±100 for the full control effect
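Secreted IL-1B measured by AlphaLISA bead assay after 16 h compound exposure of THP-1 cells; compounds (final up to 57.5 uM) added 1 h before LPS (250 ng/mL) and ATP (1.25 mM) stimulation; lower signal means less secretion.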
Starred values were filed as active, the others as inactive; i = inactive; ? = inconclusive; . = no result given; [ ] = another dose, or the depositor's remark. Unless noted, calls come from the whole dose curve; as a rule, active = well fitted curve in the direction sought with a large enough effect; inconclusive = small, poorly fitted or top-dose-only effect, or another doubt; inactive = no such curve, though single readings can be large; an effect the other way counts as inactive or inconclusive. Not all compounds are listed (hit frequency here may not be typical).

Field names – A = ATXN2 expr inh; B = TGFb inhibitor; C = A549 tox; D = HepG2 tox; E = Nrf2 activator; F = Nrf2 block; G = S2 tox; H = MCF10A rereplic; I = IL1B secr inh
1. COc1ccc(-n2c(-c3ccco3)nc3c(cnn3-c3ccc(Cl)cc3)c2=O)cc1
  A: -14%	B: ?	C: -3%	D: -21%	E: 0.0%	F: 26µM*	G: i	H: .	I: .
2. Cc1ccc(OCC(=O)N2CCN(Cc3ccc([N+](=O)[O-])cc3)CC2)cc1
  A: ?	B: ?	C: 1%	D: -10%	E: 0.7%	F: ?	G: i	H: 11%	I: -24
3. CCCCOC(=O)C1=C(N)OC2=C(C(=O)CC(C)(C)C2)[C@]12C(=O)N(C)c1ccccc12
  A: -3%	B: ?	C: 1%	D: 17%	E: -0.4%	F: .	G: i	H: -16%	I: 5
4. CN(C)C(=O)Oc1cc(=O)n2c3c(cccc13)CCC2
  A: -17%	B: 2%	C: 4%	D: -2%	E: -0.2%	F: 1%	G: i	H: 7%	I: -5
5. N#CC12CC(=O)N1Cc1cnnn1-c1ccccc12 (centres undefined)
  A: 12%	B: -2%	C: .	D: -2%	E: -1.0%	F: .	G: i	H: .	I: 9
6. N#CC(C#N)=Cc1ccc(N2CCCC2)cc1
  A: -18%	B: -1%	C: -22%	D: -16%	E: 2.5%	F: ?	G: ?	H: 0%	I: 1
7. O=C(CCN1CCOCC1)Nc1ccc(Br)cc1C(=O)c1ccccc1
  A: -7%	B: -18%	C: 0%	D: -15%	E: 14%	F: 6%	G: i	H: ?	I: 0
8. Cc1ccccc1-n1c(/C=C/c2c(C)[nH]c3ccccc23)nc2ccccc2c1=O
  A: .	B: ?	C: ?	D: -24%	E: -2.0%	F: 21µM*	G: .	H: .	I: .
9. O=C1CCCc2c1nc(-c1ccccc1)n2O
  A: 4%	B: -4%	C: 8%	D: -1%	E: 0.1%	F: .	G: i	H: 2%	I: 18
10. CCN1C[C@@]2(COC)C3[C@@H](OC)[C@H]4[C@@H]1[C@@]3(C1C[C@@]3(O)[C@H](OC(=O)c5ccccc5)C1[C@]4(OC(C)=O)[C@@H](O)[C@H]3OC)[C@@H](OC)C[C@H]2O (some centres undefined)
  A: -3%	B: 26%	C: 1%	D: -2%	E: 0.6%	F: 9%	G: i	H: 0%	I: -10
11. COc1cc2c(cc1OC)[C@H]1C(=O)c3ccc4c(c3O[C@H]1CO2)C[C@@H](C(C)(C)O)O4
  A: -18%	B: ?	C: 6%	D: -6%	E: 4.5%	F: ?	G: i	H: 2%	I: 19
12. BrCC(Br)(Br)Br
  A: 2%	B: 8%	C: 1%	D: 1%	E: -0.2%	F: -6%	G: i	H: ?	I: 15
13. O=C1C=C2C=C[C@@H]3CC2(O1)[C@H]1CCCCN31
  A: 1%	B: -16%	C: -6%	D: -20%	E: ?	F: ?	G: i	H: 14%	I: -96*
14. Cc1ncc(C(=O)O)n1C(C)c1ccccc1 (centres undefined)
  A: .	B: -1%	C: .	D: 0%	E: -0.4%	F: .	G: i	H: .	I: -3
15. O=C1NC(=O)N(c2ccccc2)C(=O)/C1=C/c1coc2ccc(O)cc2c1=O
  A: .	B: ?	C: -3%	D: -24%	E: 10%	F: -2%	G: ?	H: -8%	I: -20
16. Cc1ccc(S(=O)(=O)Nc2ccc3ncccc3c2[N+](=O)[O-])cc1
  A: 11%	B: 0%	C: -7%	D: 4%	E: 17%	F: ?	G: i	H: ?	I: -7
17. COc1ccc(CC(C)Nc2cccc(F)c2)cc1 (centres undefined)
  A: 3%	B: 7%	C: 1%	D: -9%	E: 0.4%	F: 1%	G: i	H: 14%	I: 8
18. COc1cc([C@@H]2c3cc4c(cc3[C@H](O)[C@H]3COC(=O)[C@@H]23)OCO4)cc(OC)c1OC
  A: ?	B: -9%	C: -12%	D: 15%	E: .	F: ?	G: .	H: .	I: .
19. COc1ccc(OCC(=O)N2CCN(C/C=C/c3ccccc3)CC2)cc1
  A: .	B: -16%	C: 2%	D: 0%	E: 4.4%	F: -11%	G: .	H: 29%	I: -2
20. COc1ccc(N2C(=O)NC(=O)/C(=C\c3ccccc3[N+](=O)[O-])C2=O)cc1
  A: -7%	B: 0%	C: -7%	D: 2%	E: 5.3%	F: 12%	G: i	H: -2%	I: 6
21. Nc1cnn(-c2ccccc2)c(=O)c1Cl
  A: -5%	B: -1%	C: -6%	D: -54%	E: -0.2%	F: 6%	G: i	H: 2%	I: 26
22. CC/C(=N\NC(=O)c1ccccc1)c1c(O)n(Cc2ccccc2)c(=O)[nH]c1=O
  A: 43%[activator]	B: 0%	C: 2%	D: -39%	E: 9.1%	F: ?	G: i	H: 8%	I: -2
23. COc1ccc(C(=O)N/N=C/C23CC[C@@H](O)CC2(O)CC[C@@H]2[C@@H]3CCC3(C)C(C4=CC(=O)OC4)CCC23O)cc1 (some centres undefined)
  A: .	B: -6%	C: ?	D: -33%	E: -3.6%	F: ?	G: i	H: ?	I: -71*
24. NP(=O)(OCCCc1ccccc1)Oc1ccc(Cl)cc1 (centres undefined)
  A: 8%	B: -6%	C: -5%	D: -10%	E: 0.0%	F: 2%	G: i	H: -47%[inhibitor]	I: 3
25. CCn1ccnc1CN1CCCC(C(=O)c2cc(F)ccc2OC)C1 (centres undefined)
  A: -1%	B: 0%	C: 5%	D: -31%	E: -0.1%	F: 9%	G: i	H: -3%	I: 16
26. CCCCn1nnnc1C(CCSC)N1CCC2(CC1)C(=O)NCN2c1ccccc1 (centres undefined)
  A: -16%	B: ?	C: .	D: -17%	E: 0.3%	F: .	G: ?	H: .	I: -21
27. COc1cccc(Oc2c(C)oc3cc(OC(=O)N(C)C)ccc3c2=O)c1
  A: -11%	B: 5%	C: 14%	D: 5%	E: -0.8%	F: -6%	G: i	H: 23%	I: -3
28. O=c1[nH]c2ccccc2n1C1CCN(C(c2nnnn2C2CCCCC2)C2CC2)CC1 (centres undefined)
  A: -24%	B: ?	C: .	D: -2%	E: 0.5%	F: .	G: ?	H: .	I: -21

Full records from above. Order of screens: ATXN2 expr inh, TGFb inhibitor, A549 tox, HepG2 tox, Nrf2 activator, Nrf2 block, S2 tox, MCF10A rereplic, IL1B secr inh
Record of NP(=O)(OCCCc1ccccc1)Oc1ccc(Cl)cc1 (centres undefined) : 8%, -6%, -5%, -10%, 0.0%, 2%, i, -47%[inhibitor], 3
Record of CC/C(=N\NC(=O)c1ccccc1)c1c(O)n(Cc2ccccc2)c(=O)[nH]c1=O : 43%[activator], 0%, 2%, -39%, 9.1%, ?, i, 8%, -2
Record of CCn1ccnc1CN1CCCC(C(=O)c2cc(F)ccc2OC)C1 (centres undefined) : -1%, 0%, 5%, -31%, -0.1%, 9%, i, -3%, 16
Record of Nc1cnn(-c2ccccc2)c(=O)c1Cl : -5%, -1%, -6%, -54%, -0.2%, 6%, i, 2%, 26
Record of CCCCn1nnnc1C(CCSC)N1CCC2(CC1)C(=O)NCN2c1ccccc1 (centres undefined) : -16%, ?, ., -17%, 0.3%, ., ?, ., -21

As entered above.
no. 2 in Nrf2 activator reads 0.7%
no. 3 in ATXN2 expr inh reads -3%
no. 13 in IL1B secr inh reads -96*
no. 23 in HepG2 tox reads -33%
no. 6 in ATXN2 expr inh reads -18%
no. 4 in Nrf2 activator reads -0.2%
